# Screening results: PubChem, several laboratories
# Insulin prom inh: inhibitors of insulin promoter-driven GFP, primary screen, imaging, TRM-6 cells (human fetal islet line), eGFP reporter, cell count; inhibition, % at 2 µM; reporter expression induced with tamoxifen; actives 0.9% (n = 130,000);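 active = inhibition above the mean plus 3 SD, with well images judged a real hit on visual review, cut at about 60% in these data, passing the limit was not always enough; inconclusive = inhibition over the cutoff but images rejected on review; inactive = inhibition not above the cutoff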
# SDO1 yeast rescue: growth rescue of sdo1-depleted yeast, primary screen, S. cerevisiae, bone marrow failure model. z-score at 10 µM. S. cerevisiae sdo1-depleted JHY4D growth rescue, OD600 30 h; stronger effect = higher value; pdr5 snq2 efflux-pump mutant strain. actives 0.21% (n = 140,000);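 active = z-score above 3 at both the 24 hr and the 30 hr optical density reads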;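 note: z-score against mean and SD of all compound wells on the same plate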
# SDO1 yeast rescue Rescue 24 h: second read-out of SDO1 yeast rescue, no call of its own (marks repeat the call); z-score; S. cerevisiae sdo1-depleted JHY4D growth rescue, OD600; measured here: growth rescue at 24 h;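 0 is the plate mean of compound wells and units are plate SD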
# * = called active by the depositor; ? = inconclusive; . = no result given; [ ] = dose if it differs, or a comment. Not all compounds are listed. The share of hits here may be higher or lower than overall.
Insulin prom inh,SDO1 yeast rescue,SDO1 yeast rescue Rescue 24 h,Structure
39,.,.,CC1SCC(=O)N(CC(=O)NC2CCCCC2)C1=O (stereo not given)
.,0,-0.52,CC(/C=C/c1cccc([N+](=O)[O-])c1)=N\NC(=O)c1ccncc1
-13,-1.8,-0.23,CCc1cccc(N=c2c([N+](=O)[O-])nn(-c3ccc(Cl)cc3)n2O)c1
.,0.05,-0.91,O=C(NCc1ccccc1)C(=O)NCC1OCCN1C(=O)c1cccs1 (stereo not given)
11,-0.29,-0.77,CC12CC3CC(C)(C1)CC(CN)(C3)C2
-62,.,.,CN(C)CCCN=c1cc(-c2ccccc2)oc2ccc(Cl)cc12
.,0.49,0.12,COC(=O)c1cc(/C=C/c2ccccc2)on1
.,0.28,0.07,N=c1n(CCO)c2ccccc2n1CCOc1ccc(Cl)cc1Cl
0,-1.3,-0.53,Cc1ccccc1OCCCC(=O)Nc1ccc(Br)cc1
52,-1.4,0.45,Cc1ccc(N=Cc2c(O)n(-c3ccc4c(c3)OCO4)c(=O)c3ccccc23)cc1
20,0.12,0.77,CCOC(=O)C(NCCc1ccc(F)cc1)(NC(=O)CC)C(F)(F)F (stereo not given)
-30,.,.,CCn1cc(CNCc2ccc(OCC(O)CN(C)Cc3ccccc3)cc2)cn1 (stereo not given)
.,0.63,0.1,O=C(O)CCC(=O)c1ccc2c(c1)OCCO2
.,-0.09,-0.52,COCCCNC(=O)c1ccc(N2CCCC2)c(NS(=O)(=O)c2ccc(C)cc2)c1
14,1.2,1,CC(=O)Nc1sc2c(c1C(=O)N1CCOCC1)CCCCC2
-43,0.56,0.59,O=c1n(-c2ccccc2)c(=O)n2n1CCC2
.,-0.21,-0.39,CCn1c(SCC(=O)Nc2oc(-c3ccccc3)c(-c3ccccc3)c2C#N)nnc1-c1cc(OC)cc(OC)c1
-32,1.1,0.87,Cc1ccc(CC(NC(=O)c2ccccc2)C(=O)NCC(=O)O)cc1 (stereo not given)
-28,0.6,-0.07,CCC(=O)NS(=O)(=O)c1ccc(N=NN2CCCCC2)cc1
.,-0.28,-0.19,COC(=O)C1=C(C)N(CC2CCCO2)C(=O)C1 (stereo not given)

# Pulled one by one from the list above (7):
Insulin prom inh,SDO1 yeast rescue,SDO1 yeast rescue Rescue 24 h,Structure
.,0.63,0.1,O=C(O)CCC(=O)c1ccc2c(c1)OCCO2
.,0.05,-0.91,O=C(NCc1ccccc1)C(=O)NCC1OCCN1C(=O)c1cccs1 (stereo not given)
20,0.12,0.77,CCOC(=O)C(NCCc1ccc(F)cc1)(NC(=O)CC)C(F)(F)F (stereo not given)
.,0.49,0.12,COC(=O)c1cc(/C=C/c2ccccc2)on1
.,-0.09,-0.52,COCCCNC(=O)c1ccc(N2CCCC2)c(NS(=O)(=O)c2ccc(C)cc2)c1
-13,-1.8,-0.23,CCc1cccc(N=c2c([N+](=O)[O-])nn(-c3ccc(Cl)cc3)n2O)c1
11,-0.29,-0.77,CC12CC3CC(C)(C1)CC(CN)(C3)C2

# Other compounds:
Insulin prom inh,SDO1 yeast rescue,SDO1 yeast rescue Rescue 24 h,Structure
-73,1.8,1.7,O=C(O)C1C2C=CC(C2)C1C(=O)N1CCc2ccccc21 (stereo not given)
-3,-0.43,-0.22,O=C(NCCc1ccccc1)C(=O)NCC1(c2ccccc2)CCCC1
33,1.1,1.1,CC(C)CSc1nc2ccccc2n1CC(N)=O
-50,0.95,1.2,Cc1ccc(Oc2ncc(CN3CC(C)OC(C)C3)s2)cc1 (stereo not given)
23,0.45,0.47,CCC(CC)C1C(C#N)=C(N)Oc2n[nH]c(C)c21 (stereo not given)
26,0.52,-0.12,O=C(COc1ccccc1)NCC(=O)N/N=C/c1ccco1
-170,-0.05,-0.43,CC(C)OC(=O)CN1C(=O)S/C(=C/c2ccc(N3CCCCC3)o2)C1=O
-28,1.6,1.1,C=CCC1(O)C(=O)Nc2ccccc21 (stereo not given)
-56,-0.23,0.09,CC(=O)N1CCc2cc(S(=O)(=O)CCC(=O)N3CCN(c4ccccn4)CC3)ccc21
46,0.97,0.07,COc1ccc(C)cc1NC(=O)CN(C)S(=O)(=O)c1cnc[nH]1
-35,-2,-0.97,O=C(Nc1cccc(O)c1)c1noc2c1CCc1ccccc1-2
.,1.1,1.1,Brc1cccc(CN2CCCCCCC2)c1
3,-0.12,0.53,COc1ccc(C2C(=O)N(C3CCCCC3)CC(=O)N2C2CCCCC2)cc1 (stereo not given)
22,0.36,0.04,NC(=O)CCS(=O)(=O)CCN1CCCCC1
.,0.12,-0.39,COCCCNc1nc(=S)[nH]c2cc(OC)c(OC)cc12
31,-0.61,-1.2,COc1ccc(-n2c(SCC(=O)Nc3nc(C)cs3)nnc2-c2ccoc2C)cc1
-36,.,.,CC1Cc2ccccc2N1C(=O)/C=C/c1cccc(F)c1 (stereo not given)
-75,.,.,COc1ccccc1-c1ccc(=O)n(CC(=O)NC2CCc3ccccc32)n1 (stereo not given)
51,1,1,O=C(NCc1cccnc1)c1sc2cc(Cl)ccc2c1Cl
.,-1.2,-0.12,CN(C)S(=O)(=O)c1ccc(C(=O)OCc2ccc(C#N)cc2)cc1
.,0.74,0.53,CCOC(=O)c1[nH]c(C)c(C(=O)OCC(=O)N2CC(=O)Nc3ccccc32)c1C
36,.,.,N#Cc1ccc(CSc2nnc3ccccn23)cc1
-57,-0.99,-0.51,CCn1c(-c2ccc(F)cc2)cnc1SCC(=O)N1CCc2ccccc21
-19,.,.,Cc1n[nH]c(C)c1Sc1ccccc1N
20,-1.4,-2.7,Cc1ccccc1/C=N/NC(=O)CSc1nc2ccccc2o1
.,-0.35,0.01,CCCCNC(=S)N(C)/N=C/c1ccc2c(c1)OCO2
33,.,.,COc1ccc(-c2[nH]ncc2C2N=C(N)Nc3nc4ccccc4n32)cc1 (stereo not given)
15,0.2,-0.23,COC(=O)c1cccc(NC2CC(=O)N(c3ccc(OC)c(OC)c3)C2=O)c1 (stereo not given)
.,-0.4,-0.96,COc1ccc(OCC(O)COc2ccc(OC)cc2)cc1
8,0.19,0.02,O=C(C1CC1)N1CCc2cc(Br)cc(S(=O)(=O)N3CCOCC3)c21
14,-0.65,0.05,O=C1CC(=C(c2ccccc2)c2ccccc2)C(=O)N1CCCCN1CCN(c2ccccc2)CC1
-64,.,.,COC(=O)c1ccc(C)c(NC(=O)CN(c2ccccc2)S(=O)(=O)N(C)C)c1
-31,.,.,CS(=O)(=O)N(CC(=O)Nc1ccccc1-c1ccccc1)c1ccccc1
-16,0.39,1,O=C(Nc1ccc2c(c1)CCC2)c1cccc(F)c1
15,-0.1,-0.31,CN(Cc1cn(-c2ccccc2)nc1-c1ccc(Cl)cc1)C(=O)CCC(=O)O
.,-0.31,-0.18,COc1cc2c(cc1OC)C1=C(C#N)CC/C(=N\S(=O)(=O)c3ccccc3)N1CC2
.,-1.7,-1.4,C/C(=N\NC(=S)NC1CCCCC1)c1ccccc1
27,-0.4,0.99,CC(=O)c1cccc(NC(=O)CSc2nnc(-c3ccc(S(=O)(=O)N4CCCC4)cc3)o2)c1
19,0.62,0.31,CC1CN(c2ccccc2)C(=O)CS1 (stereo not given)
-61,.,.,CCN(C(=O)COC(=O)c1cc(S(=O)(=O)N2CCOCC2)c(Cl)cc1Cl)C1CCS(=O)(=O)C1 (stereo not given)

# 7 of these compounds, reformatted:
# Values run as follows: Insulin prom inh, SDO1 yeast rescue, SDO1 yeast rescue Rescue 24 h
- Cc1ccc(CC(NC(=O)c2ccccc2)C(=O)NCC(=O)O)cc1 (stereo not given)
→ -32, 1.1, 0.87
- CC(=O)c1cccc(NC(=O)CSc2nnc(-c3ccc(S(=O)(=O)N4CCCC4)cc3)o2)c1
→ 27, -0.4, 0.99
- CN(C)CCCN=c1cc(-c2ccccc2)oc2ccc(Cl)cc12
→ -62, ., .
- O=c1n(-c2ccccc2)c(=O)n2n1CCC2
→ -43, 0.56, 0.59
- O=C(O)CCC(=O)c1ccc2c(c1)OCCO2
→ ., 0.63, 0.1
- COCCCNc1nc(=S)[nH]c2cc(OC)c(OC)cc12
→ ., 0.12, -0.39
- CC1Cc2ccccc2N1C(=O)/C=C/c1cccc(F)c1 (stereo not given)
→ -36, ., .

# The list continues.
Insulin prom inh,SDO1 yeast rescue,SDO1 yeast rescue Rescue 24 h,Structure
-27,0.47,-0.11,COc1ccccc1C(=O)NCCn1ccc2ccccc21
0,-1.1,-0.67,O=C(/C=C/c1ccc([N+](=O)[O-])cc1)NCCSc1ccccc1
.,0.53,0.32,O=C1c2ccccc2NC(c2ccccc2)N1c1ccc(O)cc1 (stereo not given)
-8,.,.,CCOC(=O)NNC(=O)C12CC3CC(CC(C3)C1)C2
.,1.2,1.6,CCn1ncc(/C=C/C(=O)Nc2c(C)nn(CC)c2C)c1C
?,1.3,1.1,Cc1ccnc(Nc2nc3ccccc3o2)n1
.,0.03,-0.25,CCCN(C(=O)c1cccs1)c1nnc(-c2ccncc2)s1
-57,.,.,CC1CCCN(CC(O)COc2ccc3c(c2)OCO3)C1 (stereo not given)
53,.,.,NC(=O)N1CCC2(CC1)NC(=O)N(c1ccccc1)N2
43,-1.3,-0.71,COc1ccc2c(c1)Cc1sc(NC(=O)c3ccccc3)nc1-2
26,0.95,2.2,COc1ccc(CC(=O)Nc2ccc(S(=O)(=O)Nc3nc(C)cc(C)n3)cc2)cc1
33,.,.,CC1CC(C)(C)NC(=S)N1CCC(=O)N1CCN(c2ccccc2)CC1 (stereo not given)
25,0.18,0.05,COCCOC(=O)c1c(C)oc2ccc(OC(=O)c3ccco3)cc12
-67,.,.,O=C(CCCCN1CCCCC1)c1ccc2c(c1)Cc1ccccc1-2
39,-0.27,0.3,N=c1n(CC(=O)c2ccc([N+](=O)[O-])cc2)c2ccccc2n1Cc1ccccc1Cl
-22,-0.81,0.03,O=C(c1ccc(Cl)cc1)C1CCN(C(=O)C2CC2)CC1
41,-0.77,-1.4,CCOC(=O)c1sc(NC(=O)CSc2nnc(C(C)C)n2C)nc1C
7,0.11,-0.48,Cc1ccc(/C=N/N2CCN(c3ccc(Cl)cc3)CC2)o1
-28,0.35,-0.42,CN1CC(=O)N(CC(=O)NCCc2ccc(F)cc2)c2ccccc2C1=O
-9,1.4,1,CSCCC(NC(=O)OC(C)(C)C)C(=O)NC(CC(C)C)C(N)=O (stereo not given)
-33,.,.,CCC(C)(C#CCN1CCCCC1)OC(C)=O (stereo not given)
-42,-0.5,0.5,Cn1c(N)c(C(=O)Nc2ccc3ccccc3c2)sc1=S
0,0,0.28,CCn1c(SCC(=O)Nc2sc3c(c2C(N)=O)CCC(C)C3)nnc1-c1ccco1 (stereo not given)
.,-0.02,-1.2,CCN(CC)CCCNC(=O)c1cc(-c2cccc(Cl)c2)on1
.,-0.52,-0.69,COc1nonc1NC(=O)CSc1nc2ccccc2[nH]1
27,0.84,0.22,Nc1c(N)c2ccccc2oc1=O
-62,0.03,-0.38,O=C(NCCN1CCOCC1)c1cc(Sc2ccccc2Cl)nc2ccccc12
-18,0.7,0.41,CC(=O)c1cccc(NC(=O)CSCc2ccc(Br)cc2)c1
.,0.53,0.47,Cc1ccc(N(CC(=O)Nc2ccc3c(c2)OCCO3)S(=O)(=O)c2c(C)n[nH]c2C)cc1
.,0.54,0.55,Cc1ccc(-c2csc(NC(=O)CCCc3cccs3)n2)cc1
0,.,.,CN(CC(=O)N1CCCC1)S(=O)(=O)c1ccc2ccccc2c1
.,0.47,0.43,CC1=CC(C)(C)N2C(=O)C3(C(C#N)=C(N)OC4=C3C(=O)CC(C)(C)C4)c3cccc1c32 (stereo not given)
-13,.,.,O=C(CCCn1c(=O)[nH]c2ccccc2c1=O)NCCSCc1ccccc1
29,1.4,0.78,CCOCC(=O)Nc1cc([N+](=O)[O-])ccc1C
-6,0.96,0.46,CC1CCOC2(O1)C(=O)N(CN1CCN(c3ccccc3F)CC1)c1ccccc12 (stereo not given)
43,-0.63,-1.7,CC1(C)Cc2cccc(OCC(=O)Nc3cccnc3)c2O1
.,0.25[15 µM],0.32,CC1CCCCN1c1nnc(N)s1 (stereo not given)
28,0.95,2.9,C=CCn1c(COc2cccc(C)c2)nnc1SCC(=O)NC(=O)NCc1ccco1
42,.,.,CCOC(=O)C1CCN(c2ncnc3c2c(-c2ccccc2)cn3-c2ccc(C)cc2)CC1
21,-0.69,-0.58,COc1ccc(-c2cc(C(=O)N3CCOCC3)c3cc(C)ccc3n2)cc1
-4,.,.,COc1cccc(N/C=C/C(=O)c2ccc(Br)cc2)c1
-22,.,.,COc1ccc(NC(=O)/C=C/c2ccc3c(c2)OCO3)cc1
-60,-0.33,1.1,N#Cc1ccc(OCC(=O)Nc2cc(S(=O)(=O)N3CCCCC3)ccc2N2CCCCC2)cc1
.,-0.07,2.4,COc1ccc2nc(Nc3ccc4c(c3)OCO4)sc2c1
-50,0.14,-0.87,O=C(CN1CCSC1=NCc1ccccc1)c1ccc(Cl)cc1
6,-1.4,-0.7,O=C(Nc1ccccc1C(=O)OCC(=O)N1CCc2ccccc2C1)c1ccco1
20,.,.,O=C(Cn1cnc([N+](=O)[O-])n1)N/N=C/c1cccc(Cl)c1
-31,1.2,0.66,CCC(=O)N1CCc2cc(Br)cc(S(=O)(=O)CCC(=O)NCCc3ccccc3)c21
.,-0.7,-0.3,Cc1nc2c(-c3ccccc3)c(C)nn2c(C)c1CCC(=O)NC(C)CCc1ccco1 (stereo not given)
-17,1.2,0.47,Cc1c(NC(=S)Nc2ccccc2)c(=O)n(-c2ccccc2)n1C
7,-0.89,-0.25,CCc1cc(C(=O)N=Nc2c(O)[nH]c3c(Br)cc(Br)cc23)c2ccccc2n1
29,.,.,Cc1nn(C)c(C)c1CNC(=O)Nc1cccc(Cl)c1
-25,.,.,Fc1ccc(NC(=S)Nc2cccc3cnccc23)cc1
